# Screening results deposited in PubChem BioAssay by National Center for Advancing Translational Sciences (NCATS).
# Glioma ERSR ind: qHTS for Inducers of the Endoplasmic Reticulum Stress Response (ERSR) in Human Glioma: qHTS; U87-MG GRP78 promoter luciferase reporter, 16 h; Potency, µM, for the others: at the highest dose activation, usual class: activators; 420,000 compounds, 0.02% hits; also: potency is read from the fitted curve at half-maximal effect; series mostly up to about 76 µM; % of control where 0% means no effect; nearly all actives have a fitted effect of over 35% in size
#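 Stably transfected U87-MG glioma cells carrying a GRP78-based luciferase sensor; 16 h compound incubation. Luminescence end-point read 10 min after Bright-Glo addition at room temperature.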
# D1 antagonist: Antagonist of Human D 1 Dopamine Receptor: qHTS; activity change, negative = inhibition, % at 10 µM; 360,000 compounds, 3.2% hits; AID 504652, 2011; HEK293 TREx D1 cells, calcium flux, dopamine EC80; hits give low values; in the data active = activity change below about -30%; also: % is scaled to controls: 0 for no effect and ±100 for the full control effect
# Target sequence (P21728 whole entry, looked up): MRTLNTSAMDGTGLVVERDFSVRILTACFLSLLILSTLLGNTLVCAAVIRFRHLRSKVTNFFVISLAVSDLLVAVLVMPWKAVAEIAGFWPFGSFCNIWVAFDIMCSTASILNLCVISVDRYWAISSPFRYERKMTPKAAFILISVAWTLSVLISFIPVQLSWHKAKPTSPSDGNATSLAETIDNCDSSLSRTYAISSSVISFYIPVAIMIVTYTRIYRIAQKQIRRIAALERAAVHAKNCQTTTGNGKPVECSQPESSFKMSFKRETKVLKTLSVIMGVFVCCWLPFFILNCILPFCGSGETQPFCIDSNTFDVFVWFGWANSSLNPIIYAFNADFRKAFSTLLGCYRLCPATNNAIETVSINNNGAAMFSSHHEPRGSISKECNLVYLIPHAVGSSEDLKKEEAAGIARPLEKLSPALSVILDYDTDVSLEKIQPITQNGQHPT
#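 Tetracycline-induced HEK293 Trex D1 cells, force-coupled to calcium, dye-loaded; compounds added and read 180 s, then EC80 dopamine added and calcium flux tracked kinetically another 180 s.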
# RXFP1 agonist: qHTS Assay for Agonists of the Relaxin Receptor RXFP1; HEK293T-RXFP1 cAMP TR-FRET, 30 min; response scale: percent of porcine relaxin response, buffer zero; Relaxin receptor 1 (Homo sapiens), Q9HBX9; 370,000 compounds, 0.3% hits; Potency, µM (titrated, usually from 57.5 µM), for the others: at the top dose activation, most hits filed as activators; AID 2676, 2010; also: potency is read from the fitted curve at half-maximal effect; % is scaled to controls: 0 for no effect and ±100 for the full control effect; nearly all actives have a fitted effect of over 60% in size; many of its hits are not listed in these tables
#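 HEK293 cells stably expressing RXFP1, treated 30 min at 37C with compounds plus PDE4 inhibitor Ro 20174; cAMP measured by HTRF TR-FRET. Normalized to buffer and 29 nM porcine relaxin; EC50 by Hill fit.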
# Vif-A3G inh: qHTS for Inhibitors of Vif-A3G Interactions: qHTS | DNA dC->dU-editing enzyme APOBEC-3G (Homo sapiens), Q9HC16 | HeLa A3G-eYFP + Vif (tagged APOBEC3G with the HIV-1 protein that degrades it), YFP fluorescence, overnight | Potency, µM (highest dose often 46.1 µM), for inactives: at the top dose activity, negative = active, hits mostly inhibitors | 410,000 compounds, 0.076% hits;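 also: potency is read from the fitted curve at half-maximal effect; % is scaled to controls: 0 for no effect and ±100 for the full control effect; nearly all actives have a fitted effect of over 60% in size; hits raise eYFP signal because A3G escapes Vif-driven loss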
#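 HeLa cells stably expressing Vif and C-terminally eYFP-tagged A3G, seeded overnight at 37 deg C, then exposed to compound by pintool overnight at 37 deg C. Rise in yellow fluorescence (Ex 488/Em 500-530, Acumen) marks blocked Vif-driven A3G degradation.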
# RXFP1 antag: qHTS Assay for Antagonists of the Relaxin Receptor RXFP1 | HEK293-RXFP1, relaxin-stimulated cAMP HTRF, 30 min; hits give low values | 350,000 compounds, 0.59% hits | AID 1259400, 2018 | activity change, negative = inhibition, % at 57.5 µM | Relaxin receptor 1 (Homo sapiens), Q9HBX9;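 active = activity change of -60% or lower, but not beyond a set lower limit; inconclusive = change between -60% and -40%, or beyond the set limit; inactive = change above -40%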; also: % is scaled to controls: 0 for no effect and ±100 for the full control effect
# D2 potentiator: HTS Assay for Positive Allosteric Modulators of the Human D2 Dopamine Receptor: Primary Screen for Potentiators; D(2) dopamine receptor (Homo sapiens), P14416; HEK293 T-REx D2, calcium flux, EC20 dopamine potentiation; potentiation, % at 10 µM; 340,000 compounds, 0.34% hits; AID 485347, 2010;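 active = potentiation over 3 SD above the plate norm, cut at about 30% in these data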; also: 0% is about no effect
# Target sequence (P14416 whole entry, looked up): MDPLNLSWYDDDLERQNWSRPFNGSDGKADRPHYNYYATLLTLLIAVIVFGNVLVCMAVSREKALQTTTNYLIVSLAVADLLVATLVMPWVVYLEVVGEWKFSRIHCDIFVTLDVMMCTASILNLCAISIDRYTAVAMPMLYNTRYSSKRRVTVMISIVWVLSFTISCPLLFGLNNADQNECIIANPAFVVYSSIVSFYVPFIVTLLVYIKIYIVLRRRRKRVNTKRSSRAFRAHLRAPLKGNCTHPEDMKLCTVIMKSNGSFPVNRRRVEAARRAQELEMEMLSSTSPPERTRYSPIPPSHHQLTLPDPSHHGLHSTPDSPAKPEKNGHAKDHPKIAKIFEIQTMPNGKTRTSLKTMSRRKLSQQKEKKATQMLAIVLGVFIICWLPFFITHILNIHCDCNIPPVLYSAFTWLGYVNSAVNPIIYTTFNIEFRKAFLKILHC
#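 Calcium flux readout, no-wash dye, 1 read/s. Inducible HEK293 Trex D2 line, overnight 30 C. Compound alone 180 s (agonist flags), then EC20 dopamine, another 180 s to score potentiation.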
# D1 PAM: Potentiators of Human D1 Dopamine Receptor: qHTS; 360,000 compounds, 0.036% hits; D(1A) dopamine receptor (Homo sapiens), P21728; potentiation, % at 10 µM; HEK293 TREx D1 cells, calcium flux, dopamine EC20 potentiation; in the data active = potentiation above about 30%; also: 0% is about no effect
# Vif-A3F inh: qHTS for Inhibitors of Vif-A3F Interactions: qHTS; 390,000 compounds, 0.2% hits; HeLa A3F-eYFP + Vif (tagged APOBEC3F with the HIV-1 protein that degrades it), YFP fluorescence increase; AID 602313, 2012; Potency, µM (titrated, usually from 46.1 µM), for inactives: top-dose activity, negative = active; also: potency is read from the fitted curve at half-maximal effect; % of control where 0% means no effect; nearly all actives have a fitted effect of over 65% in size
#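 HeLa cells stably expressing Vif plus C-terminally eYFP-tagged A3F were seeded, incubated overnight at 37 deg C, dosed with compound, incubated overnight again at 37 deg C. Yellow fluorescence (Ex 488/Em 500-530) reported blocked Vif-mediated A3F-eYFP degradation.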
# D1 agonist: Allosteric Agonists of the Human D1 Dopamine Receptor: qHTS; D(1A) dopamine receptor (Homo sapiens), P21728; HEK293 T-REx D1 cells, calcium flux, agonist mode; activation, % at 2 µM; 360,000 compounds, 1% hits; in the data active = activation above about 30%; also: 0% is about no effect
#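 Inducible HEK293 T-REx D1 cells, force-coupled to calcium signalling, were plated at 4000 cells/well with tetracycline and held overnight at 30 C. After no-wash calcium dye loading, compound-evoked calcium rise over 180 s flagged agonists.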
# * hit, by the source's call; ? = inconclusive; / = not tested or not shown; & = joins results of further samples. Unless noted, calls follow the shape of the dose curve; as a rule, active = well fitted curve in the direction sought with a large enough effect; inconclusive = small, poorly fitted or top-dose-only effect, or another doubt; inactive = no such curve, though single readings can be large; an effect the other way counts as inactive or inconclusive. A portion of the library (hit frequency here may not be typical).
SMILES,Glioma ERSR ind,D1 antagonist,RXFP1 agonist,Vif-A3G inh,RXFP1 antag,D2 potentiator,D1 PAM,Vif-A3F inh,D1 agonist
Cn1c(=O)c2c(nc(SCC(=O)NCc3ccc4c(c3)OCO4)n2Cc2ccccc2)n(C)c1=O,-1%,-3,-0.1%,-1%,5,-4,4,-3%,-5
Cc1ccc(CN(C(=O)c2csnn2)C(C(=O)NC2CCCC2)c2cccnc2)cc1 (configuration not stated),0%,-12,3.1%,-2%,-12,-7,-1,-25%,1
CC[C@H](C)/C=C/C1=CC2=C(Cl)C(=O)[C@@]3(C)OC(=O)C(C(=O)[C@H](C)[C@@H](C)O)=C3C2=CO1,1%,/,/,-29%,1,/,/,?,/
O=C(NCCSCc1cccc(Cl)c1)C1CCN(S(=O)(=O)Cc2ccccc2)CC1,-2%,-10,1.3%,0%,-4,3,2,-6%,-2
Cc1occc1-c1nnc(SCC(=O)N2CCOCC2)n1Cc1ccco1,1%,5,-0.1%,4%,-4,12,-4,6%,11
COc1ccc(COC(=O)NNC(=O)c2ccccc2Cl)cc1,-5%,/,1.4%,2%,-9,-7,-2,/,0
Nc1c(C(=O)c2ccc3c(c2)OCO3)sc(Nc2ccccc2F)c1S(=O)(=O)c1ccccc1,8%,4,1.0%,-1%,/,4,-1,4%,21
CC(C)OC(=O)CSc1nc2c(c(C3CC=CCC3)c1C#N)CCC2 (configuration not stated),-1%,-12,2.1%,-1%,2,-5,-7,18%,6
Cc1cc(C)n(-c2ccc(C(=O)O)cc2[N+](=O)[O-])n1,0%,10,-1.7%,-5%,2,3,-1,-5%,4
CCc1nc(N2CCCC2)c(C#N)c2c1CCCC2,-6%,14,0.3%,-1%,4,3,-2,3%,2
COc1ccc(OC)c(NC(=O)C2CCN(S(=O)(=O)c3ccc4c(c3)CC(C)N4C(C)=O)CC2)c1 (configuration not stated),-5%&0%,7&-6,0.6%&-0.8%,6%&-1%,32,-16&-8,-1&-1,-4%&-1%,4&0
O=C(c1ccc(S(=O)(=O)N2CCCC2)cc1)N1CCCCC1,-4%,-9,1.8%,0%,-17,-6,-4,11%,4
COc1cccc2cc(C(=O)N(Cc3cccs3)CC3CCCO3)c(=O)oc12 (configuration not stated),-2%,-38*,0.4%,2%,-1,12,-4,-1%,1
Cc1cccc(NC(=O)NCCn2c(=O)oc3ccc(C)cc32)c1,-3%,-7,4.5%,2%,/,5,-1,-3%,2
O=C(O)CCCCCNS(=O)(=O)c1ccc(Cl)cc1,-5%,1,0.6%,-7%,0,-9,2,-6%,0
C[C@H](NC(=O)c1ncn2c1C(=O)NC[C@@H]2C)c1ccccc1,0%,/,/,-1%,5,/,/,-1%,/
Cc1occc1-c1nnc(SCC(=O)N2CCOCC2)o1,4%,-5,3.2%,-1%,0,4,-3,-4%,2
Cc1cc(C)cc(NC(=O)c2nccnc2C(=O)O)c1,-3%,0,-0.7%,3%,/,19,/,-5%,2
CCN(CC(=O)NCCc1ccccc1)S(=O)(=O)c1ccc(C)cc1,-5%,6,0.3%,-2%,-12,8,5,0%,1
CC(C)(C)S(=O)(=O)c1cnc2c(-c3ccc(Cl)cc3)cnn2c1N,-2%,8,3.3%,-1%,5,16,-7,-8%,2
CCOc1ccc(CCNC(=O)c2ccc(C)c(S(=O)(=O)N3CCOCC3)c2)cc1OCC,-2%,/,/,1%,1,/,/,-5%,/
COc1ccc(/C=C2\COc3ccccc3C2=O)c(OC)c1,11%,7,0.1%,?,-7,3,/,5%,10
CC1CCN(S(=O)(=O)c2ccc3c(c2)oc(=O)n3CC(=O)N2c3ccccc3CC2C)CC1 (configuration not stated),-2%,-7,-0.4%,3%,/,-16,1,-7%,5
CCN(C(=O)CSc1nc2cc(Cl)ccc2c(=O)n1CC(C)C)C1CCS(=O)(=O)C1 (configuration not stated),-3%,10,27%,-3%,10,-3,0,8%,2
Cc1ccc(S(=O)(=O)N2CCCCC2)cc1C(=O)Nc1ccc(S(=O)(=O)Nc2ncccn2)cc1,-1%,0,0.0%,-1%,-7,-3,-2,3%,1
Cc1ccc(S(=O)(=O)N2CCc3cc(C(=O)NCCc4ccccc4)ccc32)cc1,-1%,5,0.5%,-5%,-30,4,-2,2%,6
COc1cccc(Cn2cnc3c([N+](=O)[O-])c(C)c(C)cc32)c1,-4%,4,1.5%,-1%,1,-1,-3,8%,6
Cc1ccccc1-n1c(SCC(=O)Nc2c(C)cccc2C)nc(O)cc1=O,-1%,0,4.0%,2%,-28,4,-4,6%,1
O=C(CSc1nc2[nH]c(=O)cc(O)c2s1)Nc1ccc(Br)cc1,-7%,-1,2.2%,6%,-4,-13,9,6%,1
CC(C)(C)C(=O)Nc1ccc(Oc2ccc3c(c2)C(=O)N(c2ccc(O)cc2)C3=O)cc1,0%,/,-1.3%,2%,3,10,-1,-8%,3
CCN(CC)CCNC(=O)c1cn(CC)c2cc(N3CCN(C)CC3)c(F)cc2c1=O,-2%,-24,0.8%,0%,1,-8,4,8%,2
CC(C)[C@H](NC(=O)c1ccc(Cl)c([N+](=O)[O-])c1)C(=O)NCc1ccc(F)cc1,2%,-17,-3.4%,0%,/,-13,-10,6%,4
CCCc1[nH]c2ccc(C(=O)OC)cc2c1CCC,9%,-15,0.2%,-14%,/,-12,-2,6%,-1
COc1ccc(OCCN(C)CC(=O)Nc2c(C)cccc2C)cc1,-3%,20,1.6%,0%,-3,-1,3,6%,4
CC(=O)N1CCc2cc(S(=O)(=O)NC(C(=O)NC3CCCc4ccccc43)C(C)C)ccc21 (configuration not stated),-8%,-15,0.7%,-9%,-6,-12,0,-7%,1
Cc1ccc(NC(=O)COC(=O)C2CCC2)cc1S(=O)(=O)N1CCCCC1,-4%,-32*,0.5%,-1%,-9,-2,-8,-7%,4
Cc1c2cnn(CC(=O)NCc3ccc(F)cc3)c(=O)c2c(C)n1Cc1ccccc1Cl,-2%,-6,2.7%,?,-24,13,-1,-2%,1
COc1cc(-c2cc(C(=O)NN3CCN(C)CC3)c3ccccc3n2)cc(OC)c1OC,/,4,1.8%,/,/,-16,-6,/,3
CC(=O)c1c(C)[nH]c(C(=O)OCc2nnc(-c3ccccc3)o2)c1C,-4%,-32*,2.0%,0%,8,6,-4,/,7
C/C(CC(=O)Nc1ccc2c(c1)OCCO2)=N\NC(=O)c1ccccc1F,7%,2,1.8%,-3%,-19,12,-5,11%,1
O=C(NCc1cccs1)c1cc(S(=O)(=O)N2CCOCC2)c(Cl)cc1Cl,2%,10,0.5%,2%,6,-3,-4,2%,4
Cc1cccnc1NC(=O)CSc1nnc(COc2ccc(C(C)C)cc2)n1C,-3%,-6,1.4%,1%,-3,8,-4,-6%,-1
O=C(NC(=S)Nc1cccc(NC(=O)c2ccccc2)c1)c1cccc([N+](=O)[O-])c1,-3%,-7,1.2%,1%,15,-10,-2,-23%,5
CC(OC(=O)c1cccs1)C(=O)NCC1CCCO1 (configuration not stated),-3%,-4,0.2%,-1%,9,14,-1,-8%,2
COc1cccc(C(=O)N(Cc2cccc(F)c2)C2CCS(=O)(=O)C2)c1 (configuration not stated),0%,-4,-1.7%,2%,-6,10,-1,2%,1
COc1ccc(OCC(=O)N2CCOCC2)cc1,-2%,7,0.0%,2%,6,-3,1,-1%,4
O=C(Cc1cc(=O)[nH]c(=O)[nH]1)N1CCN(C(=O)c2ccco2)CC1,-3%,-15,0.8%,0%,/,0,-4,1%,2
Cc1cc(C)n(CC(=O)N2CCCC(N3CCN(c4ccccc4C)CC3)C2)n1 (configuration not stated),-5%,-13,0.5%,0%,0,-12,-1,-15%,2
CN(C(=O)COc1nnc(-c2cccs2)c(-c2cccs2)n1)c1ccccc1,1%,-6,2.3%,-11%,-8,-5,3,7%,-1
COC(=O)c1ccc(CSc2ccc3nnc(-c4ccc(F)cc4)n3n2)o1,-1%,0,9.0%,0%,6,8,0,2%,1
Cc1ccnc2nc(C(=O)Nc3nnc(-c4ccc(Cl)cc4)o3)nn12,-4%,-2,3.9%,0%,2,3,-5,7%,5
CC(=O)Nc1ccc(NC(=O)C(C)OC(=O)c2cccc(S(=O)(=O)N3CCCCCC3)c2)cc1 (configuration not stated),-2%,11,-0.5%,0%,-12,-5,-4,-5%,3
Cc1cc(C)nc(NS(=O)(=O)c2ccc(NC(=O)CCC3COc4ccccc4O3)cc2)n1 (configuration not stated),-4%,-2,1.2%,-9%,-1,8,-8,1%,3
O=C(O)C1CC=CCC1C(=O)Nc1cccc(Cl)c1 (configuration not stated),-6%,-7,0.4%,0%,-12,6,1,7%,3
CC1COc2ccccc2N1S(=O)(=O)c1ccc(Cl)cc1 (configuration not stated),-3%,14,0.3%,-13%,-20,15,2,9%,5
CCOC(=O)c1ccc(NC(=O)NC2CC3CCC(C2)N3)cc1 (configuration not stated),-1%,11,-2.4%,-2%,0,3,4,-2%,2
Cc1ccccc1NC(=O)C1CCN(S(=O)(=O)c2cccs2)CC1,10%,0,1.5%,-1%,-2,1,10,13%,5
CCS(=O)(=O)Nc1cccc(C(=O)CC2(O)C(=O)Nc3ccccc32)c1 (configuration not stated),-4%,12,-1.6%,0%,2,-1,2,11%,2
CN(C)S(=O)(=O)c1cccc(C(=O)OCC(=O)Nc2ccc3c(c2)OCCO3)c1,-6%,-2,-0.1%,-8%,7,-12,3,-5%,1
